KCNH2 3.1 inh: blocks the human KCNH2 3.1 channel isoform; actives 0.95% (n = 340,000); U2OS KCNH2 3.1, thallium flux FluxOr; active compounds read low; activity change, % (tested at about 1.8 µM); AID 720553;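 active = maximum activity change below -70%; inconclusive = maximum activity change from -70% to -50%; inactive = maximum activity change above -50%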;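 also: thallium influx rate constant from kinetic fluorescence after stimulation buffer; % is scaled to controls: 0 for no effect and ±100 for the full control effect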
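Virally transduced U2OS (3.1 isoform, 4 h infection in dark at RT) → overnight 37 C → FluxOr + Red40 in HBSS/HEPES, 45 min → stimulation buffer, 2 min kinetic read → rate constant vs DMSO controls.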
RORg inh: inhibitors of mouse ROR gamma transcriptional activity | Drosophila S2 Gal4-RORgamma UAS-luciferase reporter, 20 h | Potency, µM (doses to about 53.6 µM), inactives show at the highest dose activity change, negative = inhibition, most hits filed as inhibitors | actives 5.4% (n = 310,000); also: potency is read from the fitted curve at half-maximal effect; % is scaled to controls: 0 for no effect and ±100 for the full control effect; nearly all actives have a fitted effect of over 60% in size
Target sequence (P51450 whole entry, looked up, the tested form may be a part): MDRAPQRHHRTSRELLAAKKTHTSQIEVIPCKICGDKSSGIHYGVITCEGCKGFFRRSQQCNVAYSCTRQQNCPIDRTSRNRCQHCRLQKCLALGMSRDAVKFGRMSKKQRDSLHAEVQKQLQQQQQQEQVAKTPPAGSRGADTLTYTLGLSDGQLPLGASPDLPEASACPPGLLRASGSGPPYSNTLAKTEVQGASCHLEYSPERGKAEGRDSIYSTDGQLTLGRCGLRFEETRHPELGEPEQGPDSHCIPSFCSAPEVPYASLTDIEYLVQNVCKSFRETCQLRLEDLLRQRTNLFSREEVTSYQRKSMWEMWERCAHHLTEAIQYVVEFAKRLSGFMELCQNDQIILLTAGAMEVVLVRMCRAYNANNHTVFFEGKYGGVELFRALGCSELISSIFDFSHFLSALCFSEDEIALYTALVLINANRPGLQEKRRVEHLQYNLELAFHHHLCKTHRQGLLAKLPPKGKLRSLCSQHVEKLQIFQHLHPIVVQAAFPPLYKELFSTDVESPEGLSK
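In this cell-based reporter format, copper sulfate (700 uM final) drives Gal4–ROR gamma fusion expression from a metallothionein promoter in Drosophila Schneider cells; compounds preincubated 1 hr, reporter read after 20 hr at ambient temperature.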
NPC1 promoter act: NPC1 promoter activation; Huh7 NPC1 promoter luciferase reporter, 24 h; Potency, µM (top dose mostly 9.22 µM), inactives show top-dose activation, hits mostly activators; actives 2.4% (n = 320,000);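 also: potency is read from the fitted curve at half-maximal effect; % of control where 0% means no effect; nearly all actives have a fitted effect of over 60% in size; reporter is driven by a mutant NPC1 promoter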
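Huh7 reporter cells (NPC1 promoter driving luciferase) are dosed with compound for 24 h at 37 °C, 5% CO2; luciferase detection reagent is then added and luminescence measured after 10 min at ambient temperature.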
FLuc modulator: counter-screen for miR-21 project: firefly luciferase inhibitors or activators | Potency, µM (titrated, usually from 57.5 µM), for the others: top-dose activity change, negative = inhibition, actives largely listed as inhibitors | purified FLuc, Km substrates, luminescence inhibition | AID 588342 | P08659 | actives 6.9% (n = 360,000);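 also: potency is read from the fitted curve at half-maximal effect; plate controls were vehicle for no effect and reference inhibitor for full effect; nearly all actives have a fitted effect of over 55% in size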
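Purified P. pyralis luciferase (10nM final) with 10uM D-luciferin and 10uM ATP (Km levels) in 50mM Tris acetate pH 7.5, 10mM Mg acetate, 0.01% Tween-20, 0.05% BSA; qHTS 6-point titration, ~60 µM downward; luminescence read.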
ELG1 genotox: genotoxicity induction in ELG1-luciferase HEK293T cells | HEK293T ELG1-luciferase reporter, luminescence, 16 h | Potency, µM (doses to about 46 µM), for inactives: top-dose activity change, positive = activation, actives largely listed as activators | actives 1.3% (n = 330,000) | AID 504466; also: potency is read from the fitted curve at half-maximal effect; % of control where 0% means no effect; nearly all actives have a fitted effect of over 60% in size
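Genotoxicity was scored as increased ELG1-luciferase reporter signal, measured by ONE-Glo luminescence (30 min, room temperature). Compound or vehicle exposure of the HEK293T reporter cells lasted 16 hr at 37°C.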
uPA surface inh: inhibitors of cell surface uPA generation; actives 0.31% (n = 330,000); AID 540303; Potency, µM (top dose mostly 38.3 µM), for inactives: top-dose activity change, negative = inhibition, usual class: inhibitors; cell surface uPA generation assay, qHTS; active = well fitted inhibition curve with a large enough effect; inconclusive = small, poorly fitted or top-dose-only effect; inactive = no such curve, though single readings can be large or run the other way; tested in mouse RAW 264.7 cells; also: potency is read from the fitted curve at half-maximal effect; % is scaled to controls: 0 for no effect and ±100 for the full control effect; nearly all actives have a fitted effect of over 55% in size
Rab9 promoter act: activators of Rab9 promoter; Huh7 Rab9 promoter-luciferase reporter, luminescence, 24 h; Potency, µM (series often up to 9.22 µM), inactives show at the highest dose activation, negative = inhibition, actives largely listed as activators; actives 2.8% (n = 320,000); AID 485297; also: potency is read from the fitted curve at half-maximal effect; % of control where 0% means no effect; nearly all actives have a fitted effect of over 60% in size
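Promoter activation is measured as luciferase luminescence in Huh7 cells stably transfected with a Rab9 promoter–luciferase construct, following 24 h compound exposure at 37 °C and 10 min reagent incubation at ambient temperature.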
Gal4-VP16 FLuc: counter-screen for ROR gamma inhibitors: Gal4-VP16 reporter; AID 2546; Potency, µM (series often up to 53.6 µM), inactives show at the highest dose activity, negative = inhibition, hits mostly inhibitors; actives 3.5% (n = 310,000); Drosophila S2 Gal4-VP16 UAS-luciferase, luminescence, 20 h;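 also: Gal4-VP16 expression switched on by copper sulfate through the metallothionein promoter; potency is read from the fitted curve at half-maximal effect; % is scaled to controls: 0 for no effect and ±100 for the full control effect; nearly all actives have a fitted effect of over 50% in size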
Giardia killer: Giardia lamblia killing | Giardia lamblia trophozoite viability | activity change, % at 7.66 µM, hits read low | actives 0.15% (n = 340,000) | AID 540267; in the data active = activity change below about -80%; inconclusive = between about -30% and that limit;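 also: parasites exposed to compound for two days anaerobically before the ATP read; % is scaled to controls: 0 for no effect and ±100 for the full control effect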
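Killing of trophozoites was scored by loss of ATP luminescence after a 48 hrs anaerobic exposure to compounds at 37 deg C, using 100 cells per well.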
FBPA coupling cs: inhibits coupling enzyme system, counter-screen for aldolase hits; activity change, negative = inhibition, % at 58.2 µM, hits read low; actives 0.67% (n = 290,000); AID 2472; coupling enzyme system counterscreen, AmpLite Red fluorescence; in the data active = activity change below about -30%; also: % is scaled to controls: 0 for no effect and ±100 for the full control effect
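Final compound at 57.5 uM, incubated 10 min at RT with coupling enzyme reagent (glyceraldehyde-3-phosphate), then 20 min with substrate and AmpLite Red detection. Fluorescence read at 525/598 nm; tests interference with the coupling assay, not aldolase inhibition.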
Tb PFK block: T. brucei PFK enzyme inhibition. AID 485367. actives 0.17% (n = 330,000). T. brucei PFK, ADP-Glo luminescence. Potency, µM (top dose mostly 57.5 µM), without a hit: at the top dose activity, negative = inhibition, hits mostly inhibitors;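 also: potency is read from the fitted curve at half-maximal effect; 0% = uninhibited 1x PFK enzyme wells and -100% = no-enzyme wells; nearly all actives have a fitted effect of over 60% in size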
Target sequence (O15648 whole entry, looked up): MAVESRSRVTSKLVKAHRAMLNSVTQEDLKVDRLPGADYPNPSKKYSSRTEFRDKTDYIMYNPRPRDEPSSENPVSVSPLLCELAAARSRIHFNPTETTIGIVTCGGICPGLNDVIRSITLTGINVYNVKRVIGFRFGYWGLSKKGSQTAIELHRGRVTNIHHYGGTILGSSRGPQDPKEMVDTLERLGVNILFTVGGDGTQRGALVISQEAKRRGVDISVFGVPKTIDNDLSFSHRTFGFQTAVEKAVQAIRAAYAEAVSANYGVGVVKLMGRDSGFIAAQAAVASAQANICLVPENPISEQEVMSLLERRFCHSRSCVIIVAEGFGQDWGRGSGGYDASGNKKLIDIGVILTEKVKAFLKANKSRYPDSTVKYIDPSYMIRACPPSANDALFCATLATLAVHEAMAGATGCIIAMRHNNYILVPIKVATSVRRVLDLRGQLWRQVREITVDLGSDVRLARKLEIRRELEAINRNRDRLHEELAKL
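ADP-Glo luminescence quantified ADP after 45 min at room temperature, with 1.25 nM T. brucei PFK, 0.1 mM ATP and 0.5 mM fructose-6-phosphate in pH 8.0 TEA buffer. qHTS titrations up to 57 µM; curves classified by quality.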
* hit, by the source's call; ? = inconclusive; . = no result given; [ ] = dose if it differs, or a comment. Unless noted, calls follow the shape of the dose curve; as a rule, active = well fitted curve in the direction sought with a large enough effect; inconclusive = small, poorly fitted or top-dose-only effect, or another doubt; inactive = no such curve, though single readings can be large; an effect the other way counts as inactive or inconclusive. Rows are unselected; overall some 14% were active at least once.

SMILES	KCNH2 3.1 inh	RORg inh	NPC1 promoter act	FLuc modulator	ELG1 genotox	uPA surface inh	Rab9 promoter act	Gal4-VP16 FLuc	Giardia killer	FBPA coupling cs	Tb PFK block
O=C(Nc1ncccn1)C12CC3CC(CC(C3)C1)C2	11	-9%	-4%	-2%	0%	0%	-4%	-11%	-7	1	-3%
COC(=O)[C@]1(Cc2ccccc2)N[C@H](CN(C)C(=O)Nc2ccc(C)cc2)[C@@H]2C(=O)N(C)C(=O)[C@@H]21	-2	.	.	.	0%	6%	.	.	-4	.	7%
CC(=O)Nc1ccc(NC(=O)CSc2nnc(COc3ccccc3C)n2CC2CCCO2)cc1 (stereo not given)	18	-15%	1%	5%	4%	1%	-3%	4%	20	-2	-3%
N=C1C(c2nc3ccccc3[nH]2)=C(O)CN1NC(=O)COc1cccc(F)c1	.	-39%	-3%	4%	-1%	.	-5%	2%	.	-3	0%
c1ccc(OCc2nc3c4c(ncn3n2)-c2ccccc2CC42CCCC2)cc1	2	16%	0%	0%	-5%	2%	-6%	-10%	1	2	4%
COc1ccc(/C(C)=N/NC(=O)c2cc(C)[nH]n2)c(OC)c1	14	-4%	1%	-2%	3%	0%	-1%	-5%	-3	1	1%
C=CCC1(C)C(=O)N(c2ccccc2)c2ccccc21 (stereo not given)	-4	24%	-2%	2%	-3%	-2%	-3%	-4%	-9	-11	-4%
Cc1noc(C)c1COC(=O)CCCc1nc2ccccc2s1	-2	?	1%	-6%	3%	5%	7%	7.9µM*	9	3	-5%
COc1ccccc1NC(=O)CN1CCN(S(=O)(=O)c2ccc(Br)cc2)CC1	-1	-9%	-1%	-1%	1%	5%	-7%	-2%	4	-2	-2%
Fc1ccc(CSc2nnc(-c3cccs3)o2)cc1	-10	5%	-2%	?	?	5%	?	1%	-15	-6	-11%
Cc1nc(-c2cccc(S(=O)(=O)N3CC(C)OC(C)C3)c2)cs1 (stereo not given)	6	-3%	-1%	0%	-9%	-1%	-1%	4%	0	2	0%
Cn1c(=O)cc(NCc2ccccc2)[nH]c1=O	38	-2%	6%	1%	0%	3%	-1%	0%	19	2	-2%
O=C(Nc1nc(-c2cccnc2)cs1)c1ccc(S(=O)(=O)N2CCOCC2)cc1	-1	24%	-4%	4%	-1%	8%	-6%	1%	-14	6	7%
Cc1ccc(-n2ncc3c(NCc4ccco4)ncnc32)c(C)c1	-2	?	8%	-12%	-3%	4%	-4%	11%	-20	-2	0%
Cc1ccc(NC(=O)CN2C(=O)S/C(=C/c3ccc(-c4cccc(C(=O)O)c4)o3)C2=O)cc1	14	21%	13%	21µM*	-10%	16%	13%	-6%	-4	0	?
N/C(=N\OC(=O)c1cccc2ccccc12)c1cccnc1	4	-34%	20%	12µM*	?	?	28%	2%	0	-4	-3%
C=CCSc1nc2c(c(=O)[nH]1)C(c1ccccc1)C(C#N)=C(N)O2 (stereo not given)	-4	1%	2%	-2%	6%	-2%	0%	-7%	-1	11	3%
COc1ccc(N(CC(=O)NCCSC2CCCCC2)S(=O)(=O)c2ccccc2)cc1OC	5	14%	-2%	0%	-6%	5%	-3%	9%	11	.	-3%
O=C1C(Cc2ccc(O)cc2)NC(=S)N1C1CCCCC1 (stereo not given)	12	7%	1%	0%	-4%	3%	2%	-16%	-23	4	-7%
O=C(CN1CCCCC1)Nc1nnc(-c2ccccc2)s1	4	20%[10 µM]	25%	-20%	28%	1%	27%	2%	-2	-3	2%
CCCCN1C(=O)C(=O)N(CC(=O)Nc2cc(OCC)c(N3CCOCC3)cc2OCC)C1=O	1	6%	-5%	-15%	0%	-3%	0%	2%	-2	2	0%
COc1ccccc1C(=O)NCC(=O)OCC(=O)Nc1nnc(-c2ccccc2)o1	14	.	-3%	?	1%	-13%	-1%	.	34[activator]	.	25%
O=C(CSc1nc(N2CCCCC2)nc(N2CCCCC2)n1)Nc1nccs1	3	-24%	-2%	0%	-1%	3%	-3%	12%	6	1	-1%
CN1CCN(S(=O)(=O)c2ccc(N3CCN(S(=O)(=O)/C=C/c4ccccc4)CC3)nc2)CC1	6	-19%	1%	3%	?	-3%	0%	-19%	14	-3	-2%
CCOc1ccc(CN(C)C(=O)CN2C(=O)NC3(CCCc4ccccc43)C2=O)cc1 (stereo not given)	-10	.	-1%	0%	0%	4%	-11%	.	-18	.	-7%
Cc1ccc(NC(=S)N/N=C/c2c(C)[nH]c3ccccc23)cc1	11	2µM*	0%	19µM*	1%	3%	-1%	4µM*	-2	-2	5%
COc1cc(C(=O)N[C@H](C(=O)NC(C)C23CC4CC(CC(C4)C2)C3)C(C)C)cc(OC)c1OC (stereo not given in full)	-14	11%	-4%	7%	-9%	2%	-4%	-4%	19	0	-6%
O=C(O)C(Cc1ccc(Cl)cc1)NS(=O)(=O)c1ccc(Cl)cc1 (stereo not given)	22	6%	-6%	-2%	2%	4%	-1%	-5%	-5	5	1%
CC(C)N(Cc1ccccc1)C(=O)COC(=O)c1ccc2c(c1)OCCO2	23	16%	-3%	3%	-2%	1%	1%	-1%	-1	4	2%
O=C(O)CCCC(=O)NNc1nc(-c2ccccc2)c2cc(Cl)ccc2n1	-4	0%[1.91 µM]	-4%	5%	-3%	4%	0%	4%	-7	7	-3%
COc1cccc(-c2nc(=S)c3c(n2Cc2ccco2)CCCC3)c1	-9	?	2%	6%	-1%	-2%	-6%	-14%	-7	-1	3%
CC(C)NC(=O)CSc1ccccc1C(=O)N1CCN(S(=O)(=O)Cc2ccccc2)CC1	8	.	-2%	-1%	0%	2%	-2%	.	-12	.	13%
COc1cccc(NC(=O)COC(=O)c2ccc(C)c(S(=O)(=O)N3CCCCC3)c2)c1	12	.	0%	1%	-2%	-4%	3%	.	-7	.	-3%
S=C(NCc1ccc(Cl)cc1)Nc1ccccc1	4	2.2µM*	-1%	-14%	0%	0%	-9%	3.5µM*	6	5	-23%
CCOc1ccc(-c2nnc(SCC(=O)Nc3ccc4c(c3)c3ccccc3n4CC)n2N)cc1	-24	?	-4%	5%	10%	5%	-14%	22µM*	-18	2	10%
CC(=O)NS(=O)(=O)c1ccc(NC(=O)/C=C/c2ccccc2Cl)cc1	5	-4%	-1%	12µM*	3%	0%	-2%	-25%	13	10	3%
CCCS(=O)(=O)N1CCC(C(=O)NCCN(CC)c2ccccc2)CC1	-8	-2%	-3%	-2%	0%	-3%	2%	-11%	11	2	-3%
Brc1ccc(-c2nnc3n2C2(CCCC2)Cc2ccccc2-3)o1	0	?	-1%	-16%	-7%	-4%	-2%	-17%	-14	-4	0%
Cn1nc(C(=O)NC2CCCc3ccccc32)ccc1=O (stereo not given)	4	7%	-2%	-2%	-1%	-7%	1%	-9%	-19	-1	-2%
Cn1c(SCc2c(F)cccc2Cl)nnc1-c1cnccn1	-4	-28%	?	?	?	-7%	27%	-5%	-2	-2	4%
CCC(/C=N/NC(=O)CCCCC(=O)N/N=C/C(CC)CC)CC	11	-2%	-4%	4%	0%	-1%	-1%	7%	12	3	-1%
CCCSCCCNC(=O)Cn1nc(CC)n2c(cc3c(OC)cccc32)c1=O	21	-4%	0%	1%	3%	3%	-2%	4%	12	2	-1%
Cc1ccc(S(=O)(=O)N2[C@@H](c3cccc(Cl)c3)C(C(=O)O)=CC[C@H]2c2ccc3c(c2)OCO3)cc1	3	.	-3%	6%	0%	-1%	-1%	.	?	.	-4%
CCOC(=O)c1[nH]c(C)c(C(=O)N2CCc3c([nH]c4ccccc34)C2c2ccccn2)c1C (stereo not given)	4	15%	-8%	-3%	-5%	?	-7%	-15%	-16	-12	-13%
Cc1cccc(NC(=O)CSc2nnc(-c3cc(C)n(-c4ccccc4)c3C)o2)c1C	-3	?	-1%	17µM*	0%	-5%	-3%	-12%	6	2	-5%
CC(C)OC(=O)CSc1nc2cccnc2n1-c1ccc(F)cc1	7	0%	0%	5%	1%	-1%	-1%	-7%	-8	2	-4%
O=C(COC(=O)c1cc[n+]([O-])cc1)Nc1cccc(F)c1	-8	.	.	.	2%	14%	.	.	19	.	-2%
O=S(N1CCCCCC1)C12CC3CC(CC(C3)C1)C2 (stereo not given)	2	0%	2%	6%	-1%	0%	9%	-6%	-6	-2	1%
CCOC(=O)Cc1csc(NC(=O)CCS(=O)(=O)Cc2ccccc2)n1	-2	10%	2%	0%	-2%	-8%	-5%	10%	0	4	0%
